IMPase Li cell: membrane-permeable IMPase blocker, potentiated with lithium | CHO-M1 cells, IP1 TR-FRET (IP-One), carbachol + lithium | Potency, µM (top dose mostly 59.4 µM), for the others: at the top dose activity, negative = IMPase inhibition, hits mostly inhibitors | 210,000 tested, 0.35% active | AID 1457;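 also: IP1 builds up when IMPase is blocked and the TR-FRET signal falls; potency is read from the fitted curve at half-maximal effect; plate controls were basal vehicle for no effect and high inhibitor control for full effect; nearly all actives have a fitted effect of over 50% in size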
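CHO cells stably expressing M1 receptor (2000/well) were cultured 16–30 h, then exposed to compounds with a small lithium addition for 30 min at 37C. IP1 was measured by TR-FRET competition; AC50 from Hill fits.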
CBFb-RUNX1 inh: CBF-beta/RUNX1 interaction disruption; Q01196+Q13951; 230,000 tested, under 10 active; Potency, µM (highest dose often 59.8 µM), inactives show at the top dose activity, negative = inhibition, usual class: inhibitors; AID 1477; AlphaScreen CBFb-His/RUNX1-biotin binding, biochemical; also: % of control where 0% means no effect
Target sequence (Q01196 whole entry, looked up): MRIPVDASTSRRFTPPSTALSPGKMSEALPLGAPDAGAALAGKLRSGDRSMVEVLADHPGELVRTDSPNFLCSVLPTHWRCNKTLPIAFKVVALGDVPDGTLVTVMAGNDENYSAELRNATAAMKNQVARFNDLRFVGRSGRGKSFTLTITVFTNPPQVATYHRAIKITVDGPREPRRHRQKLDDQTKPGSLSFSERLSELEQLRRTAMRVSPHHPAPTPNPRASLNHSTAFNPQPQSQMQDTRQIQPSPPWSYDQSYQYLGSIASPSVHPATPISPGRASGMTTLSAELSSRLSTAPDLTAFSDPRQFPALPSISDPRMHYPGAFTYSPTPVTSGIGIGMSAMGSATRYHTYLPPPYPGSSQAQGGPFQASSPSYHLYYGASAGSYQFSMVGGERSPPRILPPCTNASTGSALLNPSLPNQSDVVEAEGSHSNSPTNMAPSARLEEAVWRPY
Target sequence (Q13951 whole entry, looked up): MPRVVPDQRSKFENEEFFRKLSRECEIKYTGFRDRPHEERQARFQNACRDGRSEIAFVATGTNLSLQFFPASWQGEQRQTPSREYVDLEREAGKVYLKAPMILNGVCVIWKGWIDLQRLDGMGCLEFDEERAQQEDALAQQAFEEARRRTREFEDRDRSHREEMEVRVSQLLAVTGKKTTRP
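Inhibition was taken as any reduction in AlphaScreen signal from the CBF-beta–RUNX1 pair (His and biotin tags, 30 nM each), measured after compound (15 min) and bead (90 min) incubations at room temperature.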
* marks the source's active call; other numbers are inactive results; ? = inconclusive; . = not tested or not shown; [ ] = dose if it differs, or a comment. Calls follow the shape of the dose curve; as a rule, active = well fitted curve in the direction sought with a large enough effect; inconclusive = small, poorly fitted or top-dose-only effect, or another doubt; inactive = no such curve, though single readings can be large; an effect the other way counts as inactive or inconclusive. A portion of the library, so the mix of outcomes need not match the whole.

IMPase Li cell | CBFb-RUNX1 inh | Structure
-7% | . | COCCn1c(=O)c(-c2cc(F)cc(F)c2)nc2cnc(N(C)C)nc21
5% | . | CN(C)c1ccc(-c2ccc3ncnc(N(C)C)c3c2)cc1
-13% | . | CN(C)c1ncnc2ccc(-c3ccc4c(c3)OCO4)cc12
12% | . | CNc1ncnc2ccc(-c3cccc(OC)c3)cc12
-1% | . | COc1ccc(-n2c(=O)c(-c3cccs3)nc3cnc(OC)nc32)cc1
15% | . | COc1ccc(CNc2ccnc(-c3ccccc3OC)n2)c(OC)c1
1% | . | COc1ncc2ncc(=O)n(C[C@H]3CCCO3)c2n1
6% | . | COc1ccccc1CNc1nc(-c2cccnc2)nc2ccccc12
11% | . | O=c1cnc2cnc(Nc3ccccc3)nc2n1Cc1ccc(F)cc1
13% | . | O=c1cnc2cnc(Nc3ccccc3)nc2n1C1CC1
-18% | . | COc1cccc(Nc2ncc3nc(-c4ccccc4)c(=O)n(Cc4cccs4)c3n2)c1
15% | . | Cn1c(=O)c(-c2cccs2)nc2cnc(N3CCOCC3)nc21
-3% | . | FC(F)(F)c1ccccc1-c1nc(NCc2cccnc2)c2ccccc2n1
0% | . | O=c1c(CCc2ccccc2)nc2cnc(Oc3ccccc3)nc2n1C1CC1
-1% | . | CN(C)C(=O)c1ccc(-c2nccc(NCc3cccs3)n2)cc1
-14% | . | CCNc1ncc2nc(-c3cc(F)cc(F)c3)c(=O)n(C)c2n1
1% | . | COc1ccccc1CCn1c(=O)c(-c2cccs2)nc2cncnc21
-1% | . | O=c1c(CCc2ccccc2)nc2cncnc2n1Cc1ccccc1Cl
-9% | . | COc1ncc2nc(-c3ccccc3)c(=O)n(CCC#N)c2n1
-6% | . | Cc1noc(C)c1-c1cc(NCc2cccnc2)ncn1
25% | . | COc1ccc(CNc2cc(-c3ccccc3C)ncn2)c(OC)c1
-1% | . | COc1cccc(Nc2ncc3nc(C)c(=O)n(Cc4cccs4)c3n2)c1
-1% | . | O=c1cnc2cnc(Oc3cccc(Cl)c3)nc2n1C[C@H]1CCCO1
4% | . | COCCn1c(=O)c(-c2cc(F)cc(F)c2)nc2cncnc21
17% | . | c1ccc(Nc2nc(-c3ccc4c(c3)OCO4)nc3ccccc23)cc1

Next section, overlapping the part above by two compounds.
IMPase Li cell | CBFb-RUNX1 inh | Structure
4% | . | COCCn1c(=O)c(-c2cc(F)cc(F)c2)nc2cncnc21
17% | . | c1ccc(Nc2nc(-c3ccc4c(c3)OCO4)nc3ccccc23)cc1
2% | . | COc1ccccc1CNc1cc(-c2ccoc2)ncn1
? | . | CCNc1ncc2nc(-c3ccc(Cl)cc3)c(=O)n(Cc3cccc(OC)c3)c2n1
18% | . | Cc1ccccc1-c1ccc2ncnc(NC3CC3)c2c1
32%[activator] | . | CN(Cc1ccco1)c1ncncc1-c1ccccc1Cl
2% | . | COc1ncc2nc(-c3cn(C)c4ccccc34)c(=O)n(CCC#N)c2n1
15% | . | COc1ccccc1-c1cncnc1N(C)Cc1ccco1
? | . | CC(=O)NCCNc1ncnc2ccc(-c3ccccc3C#N)cc12
-3% | . | O=c1cnc2cncnc2n1Cc1ccc(F)cc1
1% | . | COc1ccc(-n2c(=O)c(-c3ccc(F)cc3)nc3cnc(N4CCNCC4)nc32)cc1
12% | . | O=c1c(CCc2ccccc2)nc2cnc(N3CCOCC3)nc2n1Cc1cccs1
9% | . | Cc1cnc(CNc2ncnc3ccc(-c4ccccc4C)cc23)cn1
-4% | . | COc1cccc(Cn2c(=O)c(-c3cn(C)c4ccccc34)nc3cnc(OC)nc32)c1
-12% | . | N#CCCn1c(=O)c(-c2ccc(F)cc2)nc2cnc(N3CCNCC3)nc21
4% | . | COc1ccccc1-c1cc(N(C)Cc2ccco2)ncn1
21% | . | COc1ccc2[nH]cc(CCNc3ncncc3-c3ccccc3C)c2c1
-1% | . | COCCNc1cc(-c2ccccc2C)ncn1
-1% | . | COc1cccc(Nc2ncc3nc(-c4cc(F)cc(F)c4)c(=O)n(C[C@H]4CCCO4)c3n2)c1
-7% | . | CCNc1ncc2nc(C)c(=O)n(C)c2n1
3% | . | Cc1cnc(CNc2ncncc2-c2ccc3c(c2)OCO3)cn1
6% | . | CCNc1ncc2nc(CCc3ccccc3)c(=O)n(Cc3cccc(OC)c3)c2n1
10% | . | COc1ncc2nc(-c3ccccc3)c(=O)n(C)c2n1
? | . | CCNc1ncc2nc(-c3ccc(Cl)cc3)c(=O)n(CCC#N)c2n1
3% | . | COc1cccc(Cn2c(=O)c(-c3cccs3)nc3cnc(OC)nc32)c1
-2% | . | COc1ncc2nc(-c3cc(F)cc(F)c3)c(=O)n(C)c2n1
-15% | . | Cc1noc(C)c1-c1nc(NC2CC2)c2ccccc2n1

Retrieved one by one from above (3):
IMPase Li cell | CBFb-RUNX1 inh | Structure
-1% | . | COCCNc1cc(-c2ccccc2C)ncn1
? | . | CCNc1ncc2nc(-c3ccc(Cl)cc3)c(=O)n(Cc3cccc(OC)c3)c2n1
4% | . | COc1ccccc1-c1cc(N(C)Cc2ccco2)ncn1

Next part:
IMPase Li cell | CBFb-RUNX1 inh | Structure
? | . | Cn1c(=O)c(-c2ccc(Cl)cc2)nc2cnc(OCc3ccccc3)nc21
0% | . | Cc1noc(C)c1-c1cncnc1Nc1ccccc1
8% | . | FC(F)(F)c1ccccc1-c1cncnc1NCc1cccnc1
2% | . | O=c1c(-c2ccc(F)cc2)nc2cncnc2n1-c1ccccc1
-1% | . | Cc1noc(C)c1-c1nccc(N(C)C)n1
10µM* | . | CN(C)c1ncc2nc(-c3ccc(F)cc3)c(=O)n(CCc3ccccc3)c2n1
-9% | . | Cc1noc(C)c1-c1cc(N2CCNCC2)ncn1
-1% | . | CNc1ncnc2ccc(-c3ccccc3C)cc12
15% | . | COc1ccccc1-c1nccc(NC2CCNCC2)n1
15% | . | COc1ccccc1CNc1nc(-c2cccc(C#N)c2)nc2ccccc12
8% | . | c1cncc(CNc2ncncc2-c2cccnc2)c1
-6% | . | COc1ccccc1-c1cncnc1NCc1cnc(C)cn1
-7% | . | COCCNc1nc(-c2c(C)noc2C)nc2ccccc12
-2% | . | COCCNc1nc(-c2ccc(C(=O)N(C)C)cc2)nc2ccccc12
? | . | CCNc1ncc2nc(-c3ccc(OC)cc3)c(=O)n(Cc3ccc(F)cc3)c2n1
17% | . | COc1ccccc1CNc1ncncc1-c1ccccc1OC
-3% | . | COc1ccc(-c2nc3cnc(N(C)C)nc3n(C3CC3)c2=O)cc1
-1% | . | COc1cccc(Nc2ncc3nc(-c4ccccc4)c(=O)n(C)c3n2)c1
18% | . | CN(Cc1ccco1)c1nc(-c2ccccc2C(F)(F)F)nc2ccccc12
15% | . | N#CCCn1c(=O)cnc2cnc(Oc3ccccc3)nc21
11% | . | CNc1cc(-c2ccccc2CN(C)C)ncn1
12% | . | COCCn1c(=O)c(-c2ccccc2)nc2cnc(Nc3cccc(OC)c3)nc21
7% | . | CCNc1ncc2nc(-c3cn(C)c4ccccc34)c(=O)n(-c3ccc(OC)cc3)c2n1
2% | . | Cc1nc2cnc(N3CCN(C)CC3)nc2n(CCc2ccccc2)c1=O
2% | . | COc1ccc2[nH]cc(CCNc3cc(-c4ccccc4OC)ncn3)c2c1

Rewritten as a markdown table: part of the list above.
| SMILES | IMPase Li cell | CBFb-RUNX1 inh |
| --- | --- | --- |
| CN(C)c1ncc2nc(-c3ccc(F)cc3)c(=O)n(CCc3ccccc3)c2n1 | 10µM* | . |
| Cc1noc(C)c1-c1nccc(N(C)C)n1 | -1% | . |

Continued.
IMPase Li cell | CBFb-RUNX1 inh | Structure
4% | . | Cc1cnc(CNc2cc(-c3ccccc3C(F)(F)F)ncn2)cn1
13% | . | COc1cccc(-c2cc(NCc3ccccc3OC)ncn2)c1
-11% | . | CCNc1ncc2nc(-c3cccc(C#N)c3)c(=O)n(Cc3cccc(OC)c3)c2n1
17% | . | Cn1cc(-c2nc3cnc(N4CCOCC4)nc3n(CCC#N)c2=O)c2ccccc21
6% | . | COc1cccc(Cn2c(=O)c(-c3ccc(F)cc3)nc3cnc(N4CCNCC4)nc32)c1
-7% | . | c1csc(CNc2cc(-c3ccoc3)ncn2)c1
-5% | . | COc1cccc(-c2cncnc2Nc2ccccc2)c1
-5% | . | CCNc1ncc2nc(-c3cn(C)c4ccccc34)c(=O)n(Cc3cccs3)c2n1
7.1µM* | . | Cn1cc(-c2nc3cnc(Oc4ccccc4)nc3n(C)c2=O)c2ccccc21
14% | . | CN(C)c1ncc2nc(CCc3ccccc3)c(=O)n(CCC#N)c2n1
23% | . | CN(Cc1ccco1)c1ncncc1-c1ccc2c(c1)OCO2
-6% | . | Cn1c(=O)c(-c2ccccc2)nc2cnc(Nc3ccccc3)nc21
17% | . | Nc1ccc(N=Nc2ccccc2)c(N)c1
12% | . | CN(C)C(=O)c1ccc(-c2ccc3ncnc(NCc4cccs4)c3c2)cc1
-13% | . | CN1CCN(c2ncc3ncc(=O)n(-c4ccccc4)c3n2)CC1
-15% | . | COCCNc1ncnc2ccc(-c3ccoc3)cc12
-2% | . | Clc1ccccc1-c1cc(NCc2ccccc2)ncn1
15% | . | COc1cccc(Nc2ncc3nc(C)c(=O)n(CCc4ccccc4)c3n2)c1
-9% | . | CC(=O)NCCNc1cc(-c2ccccc2CN(C)C)ncn1
4% | . | CC(=O)NCCNc1ncnc2ccc(-c3ccoc3)cc12
-2% | . | COc1ncc2nc(CCc3ccccc3)c(=O)n(-c3ccccc3)c2n1
2% | . | O=c1c(-c2cc(F)cc(F)c2)nc2cncnc2n1C1CC1
1% | . | COc1cccc(-c2cc(N(C)Cc3ccco3)ncn2)c1
-8% | . | COCCNc1ccnc(-c2ccccc2C(F)(F)F)n1
33%[activator] | . | c1csc(CNc2ccnc(-c3ccc4c(c3)OCO4)n2)c1

7 entries out of the list above, sorted by the number in IMPase Li cell, falling:
Compound	IMPase Li cell
CN(C)C(=O)c1ccc(-c2ccc3ncnc(NCc4cccs4)c3c2)cc1	12%
COc1cccc(Cn2c(=O)c(-c3ccc(F)cc3)nc3cnc(N4CCNCC4)nc32)c1	6%
CC(=O)NCCNc1ncnc2ccc(-c3ccoc3)cc12	4%
CCNc1ncc2nc(-c3cn(C)c4ccccc34)c(=O)n(Cc3cccs3)c2n1	-5%
COCCNc1ccnc(-c2ccccc2C(F)(F)F)n1	-8%
CCNc1ncc2nc(-c3cccc(C#N)c3)c(=O)n(Cc3cccc(OC)c3)c2n1	-11%
CN1CCN(c2ncc3ncc(=O)n(-c4ccccc4)c3n2)CC1	-13%

The list goes on.
IMPase Li cell | CBFb-RUNX1 inh | Structure
. | ? | Cc1ccc(SCC(Cc2ccccc2)N2CCN(CC(C)C)CCC2=O)cc1 (centres undefined)
. | 1% | O=C(NCc1ccccc1)C1(C(F)(F)F)C/C(=C/Cc2ccccc2)CCCO1 (centres undefined)
. | 8% | C[C@@H](O)C(N)C(=O)O (some centres undefined)
. | 24% | CN1C(=O)C[C@H](C(=O)O)[C@@H]1c1cccnc1
. | 3% | CCN(CCCCO)c1nc(C)nc2c1c(C)c(C)n2-c1c(C)cc(C)cc1C
. | 5% | COc1ccc(CN2CCC(=O)c3ccccc3S2(=O)=O)cc1
. | 10% | O=C1C[C@@H](c2ccc(O)c(O)c2)Oc2c1ccc(O[C@@H]1O[C@H](CO)[C@@H](O)[C@H](O)[C@H]1O)c2O
. | 28% | CC(=O)NCCCC[C@H](NC(=O)OC(C)(C)C)C(=O)Nc1ccc2c(C(F)(F)F)cc(=O)oc2c1
. | 3% | COc1ccc(C2/C=C\CN(S(=O)(=O)c3ccc(C)cc3)C(C)C(=O)N2Cc2ccc(F)cc2)cc1 (centres undefined)
. | 15% | CCOC(=O)N1CCN([N+]([O-])=NOc2cc(O/N=[N+](\[O-])N(C)C)c([N+](=O)[O-])cc2[N+](=O)[O-])CC1
. | 0% | O=C(NCC1CC1)C1(C(F)(F)F)CC(CCCO)CCCO1 (centres undefined)
. | -5% | CC(=O)c1ccc(-c2cccc(C3C4C=CCCC4(C)C(=O)N3Cc3ccccc3)c2)cc1 (centres undefined)
. | -1% | OC[C@@H]1O[C@H](OC2[C@@H](O)[C@@H](O)[C@@H](O)O[C@@H]2CO)[C@H](O)[C@@H](O)[C@@H]1OC1O[C@H](CO)[C@@H](O)[C@H](O)[C@@H]1O (some centres undefined)
. | ? | CC(C)CN1CCC(=O)N(C(CSc2ccc(Br)cc2)Cc2ccccc2)CC1 (centres undefined)
. | 6% | COc1ccc(S(=O)(=O)Nc2cc(OC)cc3cccnc23)cc1
. | 9% | O=C1c2cccc(O)c2C(=O)c2c(O)cc(CO)cc21
. | 9% | C[C@H]1CCCC(=O)CCC/C=C/c2c(O)cc(O)cc2C(=O)O1
. | 1% | COc1ccc(OC)c(C2=Nn3c(nnc3-c3ccccc3OC)SC2)c1
. | 15% | CC12CCC=CC1C(c1ccc3ccccc3c1Br)N(Cc1ccccc1)C2=O (centres undefined)
. | 14% | CC(C)(C)OC(=O)N1C=CCC1CN1C(=O)COCC1=O (centres undefined)
. | 16% | NCCc1cnc(-c2cccc(C(F)(F)F)c2)[nH]1
. | 20% | CSCC[C@H](NC(=O)[C@H](CC(C)C)N(C)C(=O)[C@@H]1CCCN1C(=O)[C@H](Cc1ccccc1)NC(=O)[C@H](Cc1ccccc1)NC(=O)CCC(C)N)C(=O)O (some centres undefined)
. | 15% | CCC(=O)CC
. | -7% | COC(=O)C1CC1[C@H](NC(=O)c1cccnc1)c1ccccc1 (some centres undefined)
